# Screens deposited in PubChem BioAssay by several laboratories.
# HSF1 inh: HSF1 inhibition; NIH3T3-HGL HSE-luciferase, MG132-induced, luminescence 8 h; stronger effect = lower value; activity change, negative = inhibition, % at 7.5 µM (by protocol); 300,000 tested, 0.77% active; AID 2098;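 active = more than half of replicate wells show activity change below -50%, luminescence cut by over half; inconclusive = some wells, but at most half, below -50%; inactive = no replicate well below -50%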;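 note: luciferase reports HSF-1 transcriptional activity via heat shock element; 0% = median of DMSO wells and -100% = zero luminescence signal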
# HDAC3 inh: inhibitors of human histone deacetylase 3; 320,000 tested, 0.15% active; recombinant HDAC3, fluorogenic peptide/trypsin coupled, fluorescence; inhibition, % at 8.3 µM; in the data active = inhibition above about 26%, passing the limit was not always enough; inconclusive = no clear call, values can overlap the other calls
# Target sequence (O15379 whole entry, looked up): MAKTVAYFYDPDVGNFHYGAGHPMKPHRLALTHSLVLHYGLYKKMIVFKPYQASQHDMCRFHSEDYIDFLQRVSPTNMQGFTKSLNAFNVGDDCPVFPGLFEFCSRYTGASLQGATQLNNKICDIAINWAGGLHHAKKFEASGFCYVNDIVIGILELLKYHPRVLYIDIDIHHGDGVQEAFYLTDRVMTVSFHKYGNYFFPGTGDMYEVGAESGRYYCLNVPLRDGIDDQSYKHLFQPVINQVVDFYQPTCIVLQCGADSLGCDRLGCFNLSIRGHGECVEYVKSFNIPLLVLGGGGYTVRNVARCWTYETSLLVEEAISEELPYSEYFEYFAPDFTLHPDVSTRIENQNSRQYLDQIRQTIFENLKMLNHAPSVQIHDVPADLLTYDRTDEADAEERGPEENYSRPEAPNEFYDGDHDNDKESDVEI
# AI-2 QS modul: modulators of Vibrio harveyi AI-2 quorum sensing system; Vibrio harveyi JMH597 AI-2 luminescence/OD600 ratio, 9 h; stronger effect = lower value; strain lacks LuxN and CqsS sensors; 0 = neutral-control median; activity change, % at 7.5 µM; 300,000 tested, 0.4% active; AID 2094; in the data active = activity change below about -75%, passing the limit was not always enough; inconclusive = no clear call, values can overlap the other calls;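 note: luminescence divided by OD600 gain over 9 h not by final OD600 alone; inactives centre near 13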
# HSP90 inh: blocks HSP90-mediated luciferase refolding in reticulocyte lysate; AID 1789; inhibition, % at 5.6 µM; 290,000 tested, 0.91% active; Rabbit reticulocyte lysate, luciferase refolding luminescence, 3 h;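 active = inhibition above the screen-wide mean plus 3 SD, computed separately per campaign, cut at about 16% in these data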;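 note: 0% = DMSO wells and 100% = 60 µM geldanamycin wells; inhibitors lower the luminescence because luciferase stays unfolded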
# Platelet DG rel: modulates dense granule release in human platelets | human platelet-rich plasma, SFLLRN dense granule ATP release, luminescence | inhibition, %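 (compounds screened at 7.5 µM in platelet-rich plasma)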 | 300,000 tested, 0.22% active | AID 1663;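 active = mean replicate score, as percent of positive control, at or above 50; inconclusive = mean below 50 but at least one replicate at or above 50; inactive = mean and every replicate below 50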
# GSK3beta inhib: blocks human GSK3beta kinase activity; GST-GSK3beta kinase, ADP-Glo luminescence, 60 min; stronger effect = lower value; P49841; activity score (negative = inhibition), % at 10 µM; 300,000 tested, 0.038% active; AID 2097;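 active = more than half of replicate wells score below -50%, meaning over 50% inhibition versus plate controls; inconclusive = some replicates but at most half score below -50%; inactive = no replicate scores below -50%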;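 note: 0% = median DMSO wells and -100% = median GW8510 positive control wells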
#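 Assay system: GST-tagged human GSK3beta kinase, cell-free; Input: 1.6 ng GSK3beta; Medium: Tris/MgCl2 kinase buffer; Timing: 60 min enzyme reaction, room temperature; Signal: ADP-Glo luminescence quantifying ADP generated by kinase; Evaluation: score relative to plate controls; Benchmarks: DMSO neutral wells and GW8510 at 20 µM as positive.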
# Dyrk1A ADPGlo: inhibitors of rat Dyrk1A kinase; Q63470; ADP-Glo luminescence, NFATc1 peptide; inhibition, % at 12.5 µM; 310,000 tested, 0.43% active; AID 504441; in the data active = inhibition above about 50%;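 note: plate controls were vehicle with enzyme for no effect and no enzyme for full effect; many of its hits are not listed in these tables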
# HSF-1 act: increases HSF-1 driven luciferase reporter signal; activation, % at 9 µM; 300,000 tested, 1.7% active; NIH3T3-HGL HSF-1 luciferase reporter, MG132, 8 h; 100% = twice DMSO control signal; AID 504408;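 active = mean replicate activation of at least 50% with a set share of replicates each reaching 50%; inconclusive = only one of those two conditions met; inactive = mean below 50% and too few replicates reaching it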;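 note: 0% = median of the neutral control wells and 100% = twice that signal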
# PolyA inhibitor: inhibitors of polyadenylation in S. cerevisiae. S. cerevisiae SKY197-pL101 polyadenylation reporter, beta-gal luminescence; efflux-impaired pdr1/pdr3 knockout yeast; score 100 = 6 SD above DMSO. calls only at 12 µM. 300,000 tested, 0.02% active. AID 1875;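 active = lowest replicate activity score at least 50, where 100 means six control SD above control mean; inconclusive = lowest score under 50 but half or more replicates reach 50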;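 note: yeast exposed to compound for 9 h at 30 °C; higher score means more reporter readthrough which indicates perturbed polyadenylation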
# GSK3 alpha inh: human GSK-3 alpha kinase inhibition; P49840; ADP-Glo luminescence, 60 min; inhibition, % at 10 µM; 320,000 tested, 0.1% active; AID 2650;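 in the data active = inhibition above about 50%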;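 note: GST-tagged GSK-3 alpha with peptide substrate and 25 µM ATP; 0% = DMSO neutral wells and 100% = GW8510 positive control wells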
# Target sequence (P49840 whole entry, looked up): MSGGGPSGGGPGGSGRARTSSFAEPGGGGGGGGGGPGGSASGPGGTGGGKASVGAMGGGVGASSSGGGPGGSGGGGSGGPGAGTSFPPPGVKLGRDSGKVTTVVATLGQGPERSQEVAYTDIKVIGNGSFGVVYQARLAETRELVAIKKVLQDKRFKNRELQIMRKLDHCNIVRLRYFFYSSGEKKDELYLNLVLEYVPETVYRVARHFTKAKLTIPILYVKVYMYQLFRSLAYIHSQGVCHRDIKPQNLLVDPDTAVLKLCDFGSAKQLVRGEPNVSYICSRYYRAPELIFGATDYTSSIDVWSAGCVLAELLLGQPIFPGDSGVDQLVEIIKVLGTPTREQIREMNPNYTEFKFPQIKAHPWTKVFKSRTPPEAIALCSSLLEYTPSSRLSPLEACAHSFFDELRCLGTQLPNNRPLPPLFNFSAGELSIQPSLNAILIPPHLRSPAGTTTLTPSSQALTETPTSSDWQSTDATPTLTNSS
# The depositor's hits bear a star; i = inactive; ? = inconclusive; . = not tested or not shown.
# Preview:
SMILES,HSF1 inh,HDAC3 inh,AI-2 QS modul,HSP90 inh,Platelet DG rel,GSK3beta inhib,Dyrk1A ADPGlo,HSF-1 act,PolyA inhibitor,GSK3 alpha inh
Cc1ccc(CN(CC(=O)NC(C)(C)C)C(=O)CNC(=O)c2cccs2)cc1,2,-7,1,-1,-7,0,-2,31,i,-1
O=C1NC(=O)C(CC(=O)N(Cc2ccco2)C2(C(=O)NC3CCCCC3)CCCCC2)N1 (centres undefined),.,-5,.,5,.,.,-7,.,.,-5
Cc1ccc(S(=O)(=O)NC2(C(F)(F)F)NC(=O)N(c3ccc(F)cc3)C2=O)cc1 (centres undefined),-4,1,18,2,-3,3,-7,14,i,-3
CCN(CC(=O)NCc1ccc(Cl)cc1)Cc1cc(=O)n2ccsc2n1,.,1,11,-4,.,1,1,.,.,1
N#C/C(=C(/O)c1ccc(C(=O)c2ccccc2)cc1)c1nc2ccccc2[nH]1,-8,-1,19,2,1,-4,-4,-2,i,-1

# Main list, from the first entry:
SMILES,HSF1 inh,HDAC3 inh,AI-2 QS modul,HSP90 inh,Platelet DG rel,GSK3beta inhib,Dyrk1A ADPGlo,HSF-1 act,PolyA inhibitor,GSK3 alpha inh
Cc1ccc(CN(CC(=O)NC(C)(C)C)C(=O)CNC(=O)c2cccs2)cc1,2,-7,1,-1,-7,0,-2,31,i,-1
O=C1NC(=O)C(CC(=O)N(Cc2ccco2)C2(C(=O)NC3CCCCC3)CCCCC2)N1 (centres undefined),.,-5,.,5,.,.,-7,.,.,-5
Cc1ccc(S(=O)(=O)NC2(C(F)(F)F)NC(=O)N(c3ccc(F)cc3)C2=O)cc1 (centres undefined),-4,1,18,2,-3,3,-7,14,i,-3
CCN(CC(=O)NCc1ccc(Cl)cc1)Cc1cc(=O)n2ccsc2n1,.,1,11,-4,.,1,1,.,.,1
N#C/C(=C(/O)c1ccc(C(=O)c2ccccc2)cc1)c1nc2ccccc2[nH]1,-8,-1,19,2,1,-4,-4,-2,i,-1
Cc1cc(C)cc(NC(=S)/N=C(\N)Nc2nc(C)c3ccccc3n2)c1,-7,.,6,1,0,-23,-4,-3,i,.
COc1ccc(CNC(=O)[C@@H](NC(=O)C2CCN(C(=O)[C@@H](N)Cc3ccccc3)CC2)C(C)C)cc1,-1,2,10,0,0,2,8,5,i,0
CCOc1ccc(NC(=O)CN(C)C(=O)c2cc(C)on2)cc1OCC,0,1,11,.,9,2,-2,-1,i,-3
CCc1ccccc1NC1=CC(=O)CC(C)(C)C1,0,-16,6,3,15,1,4,-5,i,-2
Cc1cc(C(=O)NC(C)C2CCCO2)cs1 (centres undefined),-4,-3,4,-4,-18,2,4,20,i,-2
O=C(N/N=C/c1ccccc1O)c1ccncc1,0,11,5,.,1,1,3,1,i,-1
CCOC(=O)c1c(C)nc2c(c(SC)nn2-c2ccccc2)c1N,2,1,18,2,-5,-1,5,-4,i,-1
Cc1ccc2nc(SCC(=O)Nc3nonc3C)[nH]c2c1,-6,1,0,4,-7,0,3,2,i,7
COc1ccccc1CNCC(=O)Nc1ccc(N2CCOCC2)cc1,-6,4,27,5,4,1,6,4,i,11
Cc1cc(Cl)ccc1NC(=S)NCc1ccccc1Cl,3,3,3,-2,2,0,3,8,i,-1
O=C(NCCc1ccccc1)C(NS(=O)(=O)c1cccc2nsnc12)c1ccccc1 (centres undefined),0,-4,17,5,-1,1,-4,6,i,-1
O=C(Nc1ccncc1)c1ccc2ncsc2c1,-14,1,10,.,-18,-1,7,-5,i,1
CN(CC(=O)Nc1ccc(F)c(F)c1F)C(=O)Cc1ccc2c(c1)OCCO2,-5,0,8,2,-15,1,-5,4,i,9
CC1CN(C2CCCCC2)c2nc3c(c(=O)[nH]c(=O)n3C)n2C1 (centres undefined),9,7,24,-3,16,0,-6,6,i,10
O=C(Nc1ccc(N2CCN(C(=O)c3cccs3)CC2)cc1)c1cccc(F)c1,-6,-4,23,0,-1,0,0,-1,i,-1
N#CCCNC(=O)CCN1CCCCC1,2,-9,14,-3,-4,0,1,5,i,-1
CCOc1ccc(N=CC2=C(O)CC(c3ccco3)CC2=O)cc1 (centres undefined),-7,.,24,-3,0,1,0,4,.,.
CC(C)CC(=O)N=Nc1c(O)[nH]c2ccccc12,-1,.,16,0,3,2,-19,34,i,-2
CCOC(CC(=O)NNC(=O)c1c(-c2c(Cl)cccc2Cl)noc1C)OCC,-5,4,11,-1,-1,1,.,-2,i,-1
COc1ccc(NC(=O)NNC(=O)c2ccc(Cl)cc2Cl)cc1OC,5,-1,26,-1,-3,0,.,5,i,-1
SMILES,HSF1 inh,HDAC3 inh,AI-2 QS modul,HSP90 inh,Platelet DG rel,GSK3beta inhib,Dyrk1A ADPGlo,HSF-1 act,PolyA inhibitor,GSK3 alpha inh
COc1ccccc1NC(=O)Nc1ccccc1C(N)=O,1,5,3,-1,0,4,7,33,i,-5
CCn1c(SCC(=O)Nc2ccc(C)cc2)nnc1-c1cnccn1,5,-8,16,-4,1,1,.,6,i,-1
COCCNC(=S)NNc1ccc(Cl)c(C(=O)O)c1,-3,-5,4,5,13,1,-1,-4,i,-2
Fc1ccc(CSc2ncnc3c2oc2ccccc23)cc1,.,6,.,-5,.,.,0,.,.,-5
Cc1noc(C)c1COc1cccc(C(=O)NCc2cccc(Cl)c2)c1,-1,4,17,2,3,1,2,13,i,-1
CCOC(=O)COc1ccc2c(=O)c(-c3ccc(OC)c(OC)c3)c(C(=O)OCC)oc2c1,-1,5,15,-1,2,2,6,-5,i,1
CCOC(=O)c1c(NC(NC(C)=O)C(Cl)(Cl)Cl)sc2c1CCCC2 (centres undefined),-2,-3,5,0,-5,-4,-3,14,i,1
Cc1ccc(/C=N/NC(=O)CN(Cc2ccccc2)S(=O)(=O)c2ccc3c(c2)OCCO3)cc1,12,2,18,-3,-15,0,7,22,i,1
Cc1[nH]n(-c2ccccc2)c(=O)c1/C=N/c1nn[nH]n1,11,-1,17,7,-2,-3,0,14,i,1
NC(=O)N/N=C/C=C/c1ccccc1,6,2,15,0,0,0,-6,14,i,10
O=C(COC(=O)/C=C/c1cccc(F)c1)Nc1ccc(Cl)cn1,-7,10,17,0,1,0,-4,-4,i,1
CCOC(=O)C(=CNCC(=O)O)C(=O)OCC,-22,-1,20,-4,7,2,.,-39,i,0
C[C@]12CCC[C@H](O1)c1c(cc3c(c1O)C(=O)c1c(O)cc(O)cc1C3=O)O2,1,1,45,.,0,3,14,2,i,2
O=C(COC(=O)c1ccccc1SCC(=O)NC1CCS(=O)(=O)C1)NC1CCS(=O)(=O)C1 (centres undefined),2,-5,9,-2,4,4,4,6,i,-2
CCCCN(C)CCNC(=O)c1ccc(Cn2c(=S)[nH]c3ccc(Br)cc3c2=O)cc1,-5,8,27,4,0,-1,2,-3,i,-3
CCN(CC)CCNC(=O)Cc1nn(CC)c(=O)c2ccccc12,-10,-1,10,0,3,-1,-5,-1,i,-1
O=C(Cc1c(F)cccc1Cl)Nc1ccon1,-3,3,47,2,-8,2,5,10,i,-1
CN(C)S(=O)(=O)c1ccc(C(=O)NCC2CC2(Cl)Cl)cc1 (centres undefined),-4,16,-7,-3,-1,1,-1,12,i,0
CCc1nnc(NC(=O)CN2CCN(C(=O)c3ccccc3)CC2)s1,4,7,-8,-3,-10,3,-4,4,i,0
Cc1cc(C)c2nc(C(F)(F)F)c(C#N)c(N)c2c1,-62*,-4,21,-3,-4,0,10,-68,i,-3
CCc1ccccc1NC(=O)[C@@H]1CCC(=O)N1C1OC(=O)c2c1ccc(OC)c2OC (some centres undefined),19,0,19,-1,0,2,-2,13,i,-2
Oc1ccc(C[C@@H]2CNC(=S)N2CCCCC2CCCCC2)cc1,3,?,-92*,0,11,-2,1,5,i,0
O=C(CCN1CCc2ccccc2C(O)(c2ccccc2)C1)c1ccc2c(c1)OCCO2 (centres undefined),29,6,62,0,-77,-1,4,29,i,-1
O=C(CNS(=O)(=O)c1cccs1)N1CCN(c2ccccc2F)CC1,10,-2,4,4,-1,-2,5,12,i,0
COc1ccc(NC(=O)c2cccc(-n3c(C)ccc3C)c2)c(OC)c1,-6,-13,8,4,6,3,1,-7,i,-2
SMILES,HSF1 inh,HDAC3 inh,AI-2 QS modul,HSP90 inh,Platelet DG rel,GSK3beta inhib,Dyrk1A ADPGlo,HSF-1 act,PolyA inhibitor,GSK3 alpha inh
COc1ccc(C(=O)CSc2nc3ncccc3[nH]2)cc1OC,7,2,10,5,-7,1,-3,4,i,-2
Cc1cccc(/C=N\NC(=O)c2ccc(Cl)cc2)c1O,209,-3,5,3,1,3,6,259*,i,-1
CC1=C(C(=O)N(C)C)C(c2ccc(Cl)c(Cl)c2)NC(=O)N1 (centres undefined),-3,-4,7,-2,3,-1,8,-13,i,1
CCOC(=O)c1cccc(NC(=O)c2cccs2)c1,0,1,10,2,1,0,5,5,i,3
Cc1cnc(CN(C)C(=O)CC2C(=O)NCCN2CCCc2ccccc2)[nH]1 (centres undefined),-14,4,14,-4,-20,1,-5,-3,i,0
Cn1c(-c2ccccc2)cc2ccccc21,-4,-6,9,10,-3,-20,-1,-4,i,1
Cc1cc(NC(=O)CSc2ccccc2)no1,16,7,35,2,0,0,-4,46,i,.
CCOC(=O)N1CCN(S(=O)(=O)c2ccc(C(=O)N(CCCN(C)C)c3nc4ccc(CC)cc4s3)cc2)CC1,1,.,14,6,1,0,1,-1,i,-1
O=c1oc(-c2ccco2)nc2sc3c(c12)CCCC3,22,8,22,1,-4,2,1,27,i,-1
COC(=O)CNC(c1ccccc1)c1cc(Br)ccc1NC(=O)OCc1ccccc1 (centres undefined),-3,1,36,-2,8,-1,3,26,i,-1
COc1ccccc1C(=O)NC1CCN(C(=O)Nc2ccc(F)cc2)CC1,-2,-1,27,-4,-4,-2,-5,3,i,2

# Not all compounds are listed (hit frequency here may not be typical).
